Bioassay records (PubChem)
GRIN3A LBD mod: modulators (binders) of human NR3A ligand-binding domain | NR3A LBD differential scanning fluorimetry, Tm shift; 0% = protein alone, 100% = glycine-bound protein | Tm shift relative to glycine control, % at 25 µM | 340,000 tested, 2.5% active | AID 1259313;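 active = melting temperature shift of at least 10% of the positive control shift, at one fixed dose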
hIAP inh: blocks human intestinal alkaline phosphatase; 330,000 tested, 0.12% active; inhibition, % at 10 µM; AID 2544; purified IAP, CDP-Star luminescence, 30 min; P09923;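 active = inhibition reaching a set limit with compound at 10 µM in the primary screen, cut at about 35% in these data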;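 also: plate controls were DMSO wells with enzyme for no effect and no-enzyme buffer wells for full effect; values of inactives mirror those of a sister screen read the other way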
Target sequence (P09923 whole entry, looked up): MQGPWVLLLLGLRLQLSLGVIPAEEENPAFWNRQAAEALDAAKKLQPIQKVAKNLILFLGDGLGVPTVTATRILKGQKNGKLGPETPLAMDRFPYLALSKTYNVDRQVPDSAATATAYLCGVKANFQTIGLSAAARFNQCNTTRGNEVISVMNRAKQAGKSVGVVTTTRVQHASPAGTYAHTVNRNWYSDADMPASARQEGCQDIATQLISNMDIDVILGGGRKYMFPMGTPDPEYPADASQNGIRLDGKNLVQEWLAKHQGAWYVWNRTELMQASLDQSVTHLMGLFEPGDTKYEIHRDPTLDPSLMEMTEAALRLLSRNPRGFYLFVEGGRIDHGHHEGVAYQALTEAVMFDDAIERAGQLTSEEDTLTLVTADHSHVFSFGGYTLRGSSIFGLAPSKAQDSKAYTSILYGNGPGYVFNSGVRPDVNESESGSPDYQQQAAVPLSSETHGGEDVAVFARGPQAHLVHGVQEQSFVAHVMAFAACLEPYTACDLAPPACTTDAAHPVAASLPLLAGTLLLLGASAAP
MPTP inh: permeability transition pore inhibition; inhibition, % at 10 µM; 360,000 tested, 1.4% active; isolated mouse mitochondria, Ca2+ swelling absorbance, 30 min;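 active = inhibition of 50% or more, scaled per plate between neutral and stimulator controls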;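 also: 0% = DMSO wells given calcium and 100% = 1 mM EGTA wells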
hIAP act: human IAP activation; P09923; purified human IAP, CDP-Star luminescence, 30 min; active compounds read high; 1 = vehicle-only enzyme, 0 = enzyme-free background; activation factor at 10 µM; 330,000 tested, 0.16% active; AID 2524;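 active = activation factor of the enzyme at least 2-fold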; also: the source names both 10 and 20 µM as test concentration; values of inactives mirror those of a sister screen read the other way
MIN6 prolif: MIN6 beta-cell proliferation induction. MIN6 cells proliferation, ATPlite luminescence, 48 h; cells starved in 0.2% serum; 100% = growth in 10% serum. proliferation, % at 10 µM. 330,000 tested, 0.29% active. AID 2380;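 active = compounds whose signal lies at least 3.5 SD above the mean of all wells on their plate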;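 also: 0% = DMSO-treated cells in low-serum medium and 100% = 10% serum control; some compounds called inactive have numbers as strong as hits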
mIAP block: blocks mouse intestinal alkaline phosphatase. AID 2806. 330,000 tested, 0.2% active. inhibition, % at 10 µM. purified mouse IAP, CDP-Star luminescence, 30 min;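 active = inhibition of at least 40% at 10 µM in the primary screen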;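 also: plate controls were DMSO with enzyme for no effect and no enzyme wells for full effect; values of inactives mirror those of a sister screen read the other way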
mIAP act: increases mouse intestinal alkaline phosphatase activity; 330,000 tested, 0.24% active; activation factor at 10 µM; muIAP, CDP-Star luminescence, 30 min; active compounds read high; 1 = vehicle-only enzyme signal, 0 = enzyme-free wells;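 active = activation factor of at least 2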; also: the source names both 10 and 20 µM as test concentration; values of inactives mirror those of a sister screen read the other way
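Assay system: mouse IAP enzyme; Reagent: CDP-Star chemiluminescent phosphatase substrate; Compound: DMSO-dissolved test compounds; Incubation: 30 min, room temperature; Technique: luminescence from enzymatic CDP-Star hydrolysis; Controls: DMSO-only wells and no-enzyme negative control.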
APOBEC3G inh: inhibitors of human APOBEC3G DNA deaminase. recombinant A3G, ssDNA deamination FAM/TAMRA fluorescence. AID 493012. 330,000 tested, 0.28% active. inhibition, % at 20 µM. Q9HC16;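 active = inhibition of at least 40% at 20 µM, with no more than 30% in the related APOBEC3A deaminase screen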;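 also: plate controls were DMSO wells with A3G for no effect and wells lacking A3G enzyme for full effect; some compounds called inactive have numbers as strong as hits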
APOBEC3A inh: blocks human APOBEC3A ssDNA deamination | 330,000 tested, 0.41% active | inhibition, % at 20 µM | recombinant A3A, FAM/TAMRA ssDNA deamination fluorescence | AID 493011;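 active = at least 40% inhibition at 20 µM here, with at most 30% in a related deaminase screen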;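 also: plate controls were A3A with DMSO for no effect and wells lacking A3A enzyme for full effect; some results filed as inactive read as strong as hits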
Target sequence (P31941 whole entry, looked up): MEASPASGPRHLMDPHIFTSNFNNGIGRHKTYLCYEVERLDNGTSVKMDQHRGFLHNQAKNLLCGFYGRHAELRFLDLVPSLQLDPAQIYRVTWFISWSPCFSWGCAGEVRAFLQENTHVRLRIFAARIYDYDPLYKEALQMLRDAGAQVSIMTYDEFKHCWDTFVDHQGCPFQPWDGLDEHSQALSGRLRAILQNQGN
Active calls of the source: *; / = not tested or not shown.

SMILES	GRIN3A LBD mod	hIAP inh	MPTP inh	hIAP act	MIN6 prolif	mIAP block	mIAP act	APOBEC3G inh	APOBEC3A inh
N#CCC(=O)c1ccccc1Oc1ccc(Cl)cc1	-3	-22	7.2	1.2	2	8	0.92	-5	0
Cc1ccc(NC(=O)CN2C(=O)S/C(=C\c3cc(Cl)c(OCC(=O)O)c(Cl)c3)C2=O)cc1	0	2	0.2	0.98	0	10	0.9	-3	4
CCOc1ccccc1NC(=O)COC(=O)C12CC3CC(CC(O)(C3)C1)C2	-2	12	-0.1	0.88	1	9	0.91	-6	-1
Cc1ccc(S(=O)(=O)NC(=O)COc2ccc(Cl)cc2Cl)cc1	-10	-16	-0.8	1.2	1	-6	1.1	-5	-4
CCN1CCN(C(=O)c2ccc(N3CC4CC(C3)c3cccc(=O)n3C4)c(NC(=O)c3cc(OC)cc(OC)c3)c2)CC1 (centres undefined)	1	-7	0.5	1.1	-1	8	0.92	-5	-4
Cc1cc(NC(=O)CN2C(=O)NC(C)(c3ccc(Cl)cc3Cl)C2=O)no1 (centres undefined)	1	-21	0.1	1.2	-2	-9	1.1	-10	-3
Cc1ccc(S(=O)(=O)N(CC(=O)NCCC2=CCCCC2)Cc2ccccc2)cc1	3	0	7.8	1	-5	-10	1.1	-5	0
Cc1noc(C)c1COc1ccc(C(=O)NCCOc2ccccc2)cc1	2	-8	-0.6	1.1	1	1	0.99	-6	-1
Cc1ccc(S(=O)(=O)Nc2nc3ccccc3nc2N2CCc3ccccc3C2)cc1	-9	-26	3.0	1.3	-3	7	0.93	2	5
Cc1cc(=O)n2[nH]c(Nc3cccc(Cl)c3)nc2n1	-1	-27	3.6	1.3	-3	-4	1	7	0
Cc1ccc(SCC(=O)c2cc(C)c(OC(=S)N(C)C)c(C)c2)cc1	2	6	-2.7	0.94	-4	10	0.9	-8	-4
COc1ccc(N2CCN(C(=O)NC34CC5CC(CC(C5)C3)C4)CC2)cc1	-1	-17	-0.3	1.2	-1	1	0.99	-3	0
CC(C)(C)OC(=O)C[C@@H]1C/C=C\C[C@@H](CC(=O)NCCO)C(=O)N[C@H](Cc2ccccc2)COC1=O	-1	-9	1.6	1.1	-1	4	0.96	-4	0
Cn1nc(-c2ccc(Cl)cc2)c2cc(C(=O)NC3CC3)sc21	3	-15	-0.7	1.1	-2	4	0.96	-6	-4
COc1c2occc2c(OC(C)=O)c2c(=O)cc(C)oc12	0	-6	-0.3	1.1	0	-3	1	-7	-6
O=C(O)C1CCN(S(=O)(=O)c2cccc3nonc23)CC1	3	-21	-1.5	1.2	1	-2	1	-4	-3
COC(=O)C1=C(C)OC(N)=C(C#N)C1c1ccc(OC)c(OC)c1OC (centres undefined)	4	0	0.2	1	0	8	0.92	-4	-2
O=C(CCCn1c(SCC(=O)Nc2ccccc2Cl)nc2ccccc2c1=O)NCC1CCCO1 (centres undefined)	-2	-7	-1.2	1.1	-4	-6	1.1	8	-6
COc1ccccc1CCc1nnc(CCC(=O)NCC2CCCO2)o1 (centres undefined)	4	-18	-0.6	1.2	-1	4	0.96	-2	-1
S=c1[nH]nc(COc2ccccc2)n1/N=C/C=C/c1ccco1	2	0	2.6	1	-2	51*	0.49	64	54
Cc1ccnc(NC(=O)C(Cc2ccccc2)NC(=O)c2ccccc2)c1 (centres undefined)	-4	8	-0.7	0.93	-3	-2	1	-2	1
COc1cc2cc(CN(Cc3cccs3)C(=S)Nc3ccc(C)cc3)c(=O)[nH]c2cc1OC	12*	-7	0.7	1.1	0	11	0.89	-4	-1
CC(C)C(NS(=O)(=O)c1cccs1)C(=O)NCCCN1CCCCCC1 (centres undefined)	0	-4	1.5	1	0	-1	1	-4	1
CCCN1C(=S)c2ccccc2C1c1ccccc1 (centres undefined)	1	-6	-0.7	1.1	-6	22	0.78	4	17
Cc1ccc(S(=O)(=O)N2CCOCC2)cc1NC(=O)COc1cccc(-n2cnnn2)c1	0	13	0.2	0.87	6	-8	1.1	-8	-5
CCCNC(=O)C(NS(=O)(=O)c1ccc2c(c1)c(=O)n(C)c(=O)n2C)c1ccccc1 (centres undefined)	1	4	0.5	0.96	3	-10	1.1	-9	-2
COc1cc(/C=N/NC(=O)c2cccnc2)ccc1OCC(=O)Nc1c(C)cc(C)cc1C	-3	-4	0.2	1	-3	8	0.92	-8	-3
CC1(C)CC(=O)C(=C2SCCCS2)C(=O)C1	0	7	-1.0	0.93	3	-2	1	-8	-1
COC(=O)C1CC(=O)N(CCc2c[nH]c3ccccc23)C1 (centres undefined)	2	9	-0.5	0.91	-2	-5	1	-1	-2
COc1ccc(CCNC(=O)c2c(C)nn(CC(C)C)c2Cl)cc1	-1	-38	-1.2	1.4	1	-3	1	-7	-6
COc1ccc(CNC(=O)[C@H](C)[C@@H]2C[C@@]2(C)[C@@H](NC(=O)OCc2ccccc2)c2ccccc2)cc1OC	4	1	/	0.99	-8	-43	1.4	-8	-2
CS(=O)(=O)c1ccccc1C(=O)NCCC(c1ccccc1)c1ccccc1	-1	3	-0.4	0.97	0	8	0.92	-9	1
O=S(=O)(Nc1ccc(Cc2ccncc2)cc1)N1CCCC1	-2	-19	1.3	1.2	-2	-6	1.1	-3	0
NC(=O)c1cccnc1Sc1ccc(Cl)cc1	-1	2	-0.5	0.98	0	9	0.91	-10	-4
O=C(NCc1ccc(F)cc1)C(c1ccco1)N(C(=O)c1csnn1)C1CC1 (centres undefined)	-1	13	-1.4	0.87	0	1	0.99	-6	-3
O=C(Cn1cnc2ccccc21)N/N=C/c1ccccn1	-4	-1	0.4	1	-3	4	0.96	-1	3
O=C(Nc1ccccc1C(=O)O)c1ccc(NC(=O)c2ccc(Br)o2)cc1	13*	-49	-3.3	1.5	-2	17	0.83	0	0
COc1ccc(-n2nnnc2SCC(=O)Nc2nc3c(s2)CCCC3)cc1	-5	21	7.2	0.79	-3	-2	1	-1	2
COc1ccccc1C(=O)NCCN1CCN(c2ccccc2)CC1	0	-12	-0.3	1.1	-3	0	1	2	-2
Nc1ncc(Br)cc1S(=O)(=O)NCCC(=O)Nc1cccc(Cl)c1	23*	-5	3.6	1.1	-1	-9	1.1	3	1
O=C(Nc1ccccc1)C1=C[C@H](c2csc3ccccc23)C[C@H](OCCCCO)O1	-10	2	1.1	0.97	-2	-6	1.1	-5	-1
CCC(C)C(NC(=O)c1ccccc1NC(=O)c1ccco1)C(=O)NNC(=O)c1ccc(OC)cc1 (centres undefined)	0	-4	-0.7	1	-1	3	0.97	0	2
S=C(Nc1ccc(Oc2ccccc2)cc1)Nc1cccnc1	0	-17	71*	1.2	-4	-34	1.3	2	-4
CCc1noc(C)c1C(=O)NCCc1ccccc1	1	-9	-2.9	1.1	-3	0	1	-8	4
CN(Cc1ccc(F)cc1)C(=O)CN1C(=O)c2ccccc2S1(=O)=O	-1	-19	-1.2	1.2	-1	-8	1.1	-7	11

3 compounds from above, ordered by the number in APOBEC3G inh, high to low.
compound	GRIN3A LBD mod	hIAP inh	MPTP inh	hIAP act	mIAP block	mIAP act	APOBEC3G inh	APOBEC3A inh
O=C(Nc1ccccc1C(=O)O)c1ccc(NC(=O)c2ccc(Br)o2)cc1	13*	-49	-3.3	1.5	17	0.83	0	0
O=C(Cn1cnc2ccccc21)N/N=C/c1ccccn1	-4	-1	0.4	1	4	0.96	-1	3
O=C(Nc1ccccc1)C1=C[C@H](c2csc3ccccc23)C[C@H](OCCCCO)O1	-10	2	1.1	0.97	-6	1.1	-5	-1

(more compounds)
SMILES	GRIN3A LBD mod	hIAP inh	MPTP inh	hIAP act	MIN6 prolif	mIAP block	mIAP act	APOBEC3G inh	APOBEC3A inh
O=C(CCN1N=C(c2ccccc2)CCC1=O)NCCCN1CCOCC1	3	-12	-1.3	1.1	3	-2	1	-4	1
CC(c1cccnc1)N(CCN(C)C)C(=O)Nc1ccc(Cl)cc1 (centres undefined)	-3	10	0.7	0.9	6	-15	1.2	-7	-5
CSCCNCc1cn(-c2ccc(F)cc2F)nc1-c1ccccc1C	0	8	0.2	0.92	-1	6	0.94	1	4
Cc1ccc(S(=O)(=O)N2CCOCC2)cc1NC(=O)CSc1nnnn1C1CCCC1	-1	-7	0.4	1.1	-1	-5	1	-3	-1
Cc1nc2ccccc2n1Cc1ccc(Br)cc1	-2	-21	93*	1.2	-6	-6	1.1	-6	-4
CC(=NCCCn1ccnc1)c1c(O)n(Cc2ccccc2)c(=O)[nH]c1=O	-2	-5	3.2	1.1	-1	-8	1.1	-2	-1
CCOc1ccccc1NC(=O)CN1C(=O)C(C)SC(C)C1=O (centres undefined)	1	3	0.2	0.97	4	10	0.9	2	4
COCCCn1c(=N)c(C(=O)NCC2CCCO2)cc2c(=O)n3ccccc3nc21 (centres undefined)	0	18	-0.1	0.82	0	-2	1	-1	-1
CCN1C(=S)N[C@@H](c2cccs2)C(C(=O)OC)=C1C	3	6	0.2	0.94	-1	36	0.64	-10	-4
CCN(CC)C(=S)Nc1ccc2nc3n(c(=O)c2c1)CCCCC3	1	-6	-0.6	1.1	0	3	0.97	0	5
Cc1ccc(CNC(=O)CCSCc2ccccc2C)cc1	1	-14	0.8	1.1	-3	7	0.93	-7	-4
CC(C)Oc1ccc(C2CC(=O)NC3=C2C(=O)CCC3)cc1 (centres undefined)	0	-17	1.7	1.2	-1	-2	1	-2	0
CCOC(=O)c1c(NC(C)=O)sc2c1C1CCN2CC1	0	3	-0.1	0.97	-2	3	0.97	-2	-3
CCCCOc1nc2ccccc2nc1C(C#N)C(=O)NC1CCCCC1 (centres undefined)	2	6	5.9	0.94	-4	16	0.84	-7	-8
CS(=O)(=O)c1[nH]nc(-c2ccccc2Cl)c1C#N	0	11	0.1	0.89	-2	0	1	-3	1
Cc1ccc(S(=O)(=O)NCCC(=O)Nc2ccc3c(c2)OCO3)cc1	1	-15	-1.3	1.1	-2	-13	1.1	-8	-4

In the list so far, these contain two or more sulfur atoms:
SMILES	GRIN3A LBD mod	hIAP inh	MPTP inh	hIAP act	MIN6 prolif	mIAP block	mIAP act	APOBEC3G inh	APOBEC3A inh
Cc1ccc(SCC(=O)c2cc(C)c(OC(=S)N(C)C)c(C)c2)cc1	2	6	-2.7	0.94	-4	10	0.9	-8	-4
COc1cc2cc(CN(Cc3cccs3)C(=S)Nc3ccc(C)cc3)c(=O)[nH]c2cc1OC	12*	-7	0.7	1.1	0	11	0.89	-4	-1
CC(C)C(NS(=O)(=O)c1cccs1)C(=O)NCCCN1CCCCCC1 (centres undefined)	0	-4	1.5	1	0	-1	1	-4	1
CC1(C)CC(=O)C(=C2SCCCS2)C(=O)C1	0	7	-1.0	0.93	3	-2	1	-8	-1
COc1ccc(-n2nnnc2SCC(=O)Nc2nc3c(s2)CCCC3)cc1	-5	21	7.2	0.79	-3	-2	1	-1	2
Cc1ccc(S(=O)(=O)N2CCOCC2)cc1NC(=O)CSc1nnnn1C1CCCC1	-1	-7	0.4	1.1	-1	-5	1	-3	-1
CCN1C(=S)N[C@@H](c2cccs2)C(C(=O)OC)=C1C	3	6	0.2	0.94	-1	36	0.64	-10	-4
